High-throughput results deposited in PubChem BioAssay by National Center for Advancing Translational Sciences (NCATS).
Menin MLL FP TR: menin-MLL binding inhibition, Texas Red mutant peptide | O00255 | Menin + Texas Red MLL mutant peptide, fluorescence polarization | Potency, µM (top dose mostly 61.6 µM), inactives show at the highest dose FP activity change, negative = inhibition, most hits filed as inhibitors | 0.23% of 270,000 active | AID 1768; active means well fitted inhibition curve with a large enough effect in the polarisation, with a control signal flat, not every such curve was filed as active; inconclusive means small, poorly fitted or top-dose-only effect, or effect the other way, or a change in a side signal; inactive means no such curve, though single readings can be large or run the other way; the % refers to the polarisation; further: potency means the concentration at half of the fitted maximal effect; % of control where 0% means no effect; many of its hits are not listed in these tables
Target sequence (O00255 whole entry, looked up): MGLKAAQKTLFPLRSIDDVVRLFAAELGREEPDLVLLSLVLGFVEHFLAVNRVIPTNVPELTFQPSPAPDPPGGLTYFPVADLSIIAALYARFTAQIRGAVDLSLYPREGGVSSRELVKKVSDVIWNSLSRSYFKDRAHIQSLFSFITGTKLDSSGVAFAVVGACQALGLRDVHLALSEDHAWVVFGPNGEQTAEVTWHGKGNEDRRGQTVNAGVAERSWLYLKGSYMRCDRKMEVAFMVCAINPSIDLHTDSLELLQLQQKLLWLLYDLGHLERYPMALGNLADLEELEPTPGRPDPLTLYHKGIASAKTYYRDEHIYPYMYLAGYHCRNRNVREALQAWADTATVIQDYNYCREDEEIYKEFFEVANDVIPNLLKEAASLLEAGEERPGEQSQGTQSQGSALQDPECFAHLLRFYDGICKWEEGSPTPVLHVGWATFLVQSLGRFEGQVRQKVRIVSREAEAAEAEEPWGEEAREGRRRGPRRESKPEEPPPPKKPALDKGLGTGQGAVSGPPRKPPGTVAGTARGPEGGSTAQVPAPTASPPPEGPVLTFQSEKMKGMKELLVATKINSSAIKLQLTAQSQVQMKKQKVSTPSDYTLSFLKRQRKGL
B2AR arrestin: beta2AR (human) beta-arrestin recruitment activity. P07550. beta-arrestin recruitment to beta2AR, cell-based reporter. Potency, µM (doses to about 46.1 µM), inactives show top-dose activation, hits mostly activators. 0.02% of 330,000 active. AID 492947;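 further: potency means the concentration at half of the fitted maximal effect; 0% = DMSO controls and full agonism = EC100 isoproterenol or metaproterenol; nearly all actives have a fitted effect of over 65% in size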
PTAP TSG101 blk: blocks PTAP/TSG101 interaction to inhibit HIV-1 budding. Fluorescence polarization, FITC-PTAP peptide / Tsg101 binding. Potency, µM (top dose mostly 115 µM), without a hit: at the top dose activity change, negative = inhibition, actives largely listed as inhibitors. 340,000 tested, under 10 active. AID 493005; active means well fitted inhibition curve with a large enough effect in the main read-out, with a control signal flat, not every such curve was filed as active; inconclusive means small, poorly fitted or top-dose-only effect, or effect the other way, or a change in a side signal; inactive means no such curve, though single readings can be large or run the other way; further: potency means the concentration at half of the fitted maximal effect; % of control where 0% means no effect
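Tsg101 binding domain (10 uM final) was mixed with compound and a FITC-labeled PTAP peptide (50 nM final) in HEPES pH 7.5 buffer with NaCl, Tween 20, EDTA and TCEP; fluorescence polarization was read after 20 min at r.t.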
Giardia kill: Giardia lamblia killing; Giardia lamblia trophozoite viability; activity change, % at 7.66 µM, hits read low; 0.15% of 340,000 active; AID 540267; in the data active means activity change below about -80%; inconclusive means between about -30% and that limit;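 further: parasites exposed to compound for two days anaerobically before the ATP read; on the % scale 0 is the no-effect control and ±100 the full control effect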
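ATP-content bioluminescence gauges trophozoite survival. Cells (100/well) receive compound and incubate anaerobically for 48 hrs at 37 deg C; detection reagent follows for 15-30 min at room temperature.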
Integrin act MD: activates integrin-mediated alleviation for muscular dystrophy; alpha7betagal myoblasts, beta-gal FDG fluorescence, 48 h; Potency, µM (highest dose often 38.3 µM), inactives show at the top dose activation, hits mostly activators; 0.064% of 350,000 active; AID 624291;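 further: potency means the concentration at half of the fitted maximal effect; 100% = response of the positive control SU9516; nearly all actives have a fitted effect of over 60% in size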
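Alpha7betagal+/- myoblasts (passage 13) were plated 16-24 hr, then exposed to compounds (1:260 dilution of DMSO stock) for 48 hours at 37C. After MPER lysis, β-galactosidase reporter activity was read as FDG fluorescence (ex 480/em 540) after 30 minutes.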
FBPA coupling cs: coupling enzyme interference in Giardia aldolase counter-screen | 0.67% of 290,000 active | AID 2472 | activity change, negative = inhibition, % at 58.2 µM, hits read low | coupling enzyme system counterscreen, AmpLite Red fluorescence; in the data active means activity change below about -30%; further: on the % scale 0 is the no-effect control and ±100 the full control effect
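Activity here indicates interference with the coupling reaction, not aldolase inhibition. Compounds at 57.5 uM final met coupling enzymes for 10 min at RT; substrate and AmpLite Red detection followed, with a 525/598 nm fluorescence read after 20 min.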
PKM2 activator: activators of human pyruvate kinase M2. 0.34% of 260,000 active. purified PKM2, Kinase-Glo ATP luminescence, activation; response scale: 0% is enzyme alone, no compound. P14618. Potency, µM (titrated, usually from 57.5 µM), without a hit: at the highest dose activation, most hits filed as activators; further: potency means the concentration at half of the fitted maximal effect; on the % scale 0 is the no-effect control and ±100 the full control effect; nearly all actives have a fitted effect of over 55% in size
Target sequence (P14618 whole entry, looked up): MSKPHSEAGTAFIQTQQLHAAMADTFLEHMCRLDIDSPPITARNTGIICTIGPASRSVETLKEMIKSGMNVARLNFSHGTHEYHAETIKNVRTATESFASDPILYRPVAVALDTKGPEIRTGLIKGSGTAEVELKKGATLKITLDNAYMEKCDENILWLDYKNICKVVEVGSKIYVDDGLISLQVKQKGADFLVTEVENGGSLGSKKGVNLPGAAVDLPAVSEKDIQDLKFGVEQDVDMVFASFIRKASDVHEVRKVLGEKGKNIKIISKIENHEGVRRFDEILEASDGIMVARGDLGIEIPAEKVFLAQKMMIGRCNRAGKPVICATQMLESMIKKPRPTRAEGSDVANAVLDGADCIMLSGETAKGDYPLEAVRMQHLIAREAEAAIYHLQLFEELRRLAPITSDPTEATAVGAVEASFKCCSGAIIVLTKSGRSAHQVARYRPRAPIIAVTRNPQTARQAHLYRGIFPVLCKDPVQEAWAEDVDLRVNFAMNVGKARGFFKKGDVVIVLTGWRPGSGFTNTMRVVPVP
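Purified hPK-M2 (>95% pure) converted ADP (0.1 mM final) to ATP with 0.5 mM PEP in 50 mM imidazole pH7.2, KCl, MgCl2, Tween 20, BSA; 1 h at room temperature. ATP detected by Kinase-Glo luminescence.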
Tb PFK block: inhibitors of T. brucei phosphofructokinase | O15648 | T. brucei PFK, ADP-Glo luminescence | Potency, µM (doses to about 57.5 µM), for the others: at the highest dose activity, negative = inhibition, most hits filed as inhibitors | 0.17% of 330,000 active;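 further: potency means the concentration at half of the fitted maximal effect; 0% = uninhibited 1x PFK enzyme wells and -100% = no-enzyme wells; nearly all actives have a fitted effect of over 60% in size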
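Luminescent ADP detection (ADP-Glo, two-step: ATP depletion then ADP-to-ATP conversion for luciferase) reported PFK activity after 45 min room-temperature reaction of 1.25 nM enzyme with 0.5 mM F6P and 0.1 mM ATP at pH 8.0.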
GALK inh: galactokinase (human) inhibition | 0.007% of 270,000 active | Purified GALK, Kinase-Glo residual ATP luminescence | Potency, µM (highest dose often 57.5 µM), for inactives: at the top dose activity change, negative = inhibition, hits mostly inhibitors | P51570; further: potency means the concentration at half of the fitted maximal effect; on the % scale 0 is the no-effect control and ±100 the full control effect
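Quantitative HTS: GALK 5 nM, ATP 35 uM, galactose 100 uM, 1 h room temperature, then luciferase-based ATP detection.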
Chronic BCR inh: chronic active BCR signaling inhibition; ABC-DLBCL IkBa-CBG/CBR reporter, luminescence ratio, 4 h; Potency, µM (titrated, usually from 46.1 µM), inactives show at the highest dose ratio change, negative = lower green/red ratio, usual class: inhibitors; 0.05% of 340,000 active; active means well fitted inhibition curve with a large enough effect in the signal ratio, with a control signal flat, not every such curve was filed as active; inconclusive means small, poorly fitted or top-dose-only effect, or effect the other way, or a change in a side signal; the % refers to the signal ratio;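 further: potency means the concentration at half of the fitted maximal effect; plate controls were basal doxycycline-induced cells for no effect and cells given 10 µM MG132 for full effect; MG132 reads +100%, hits lower the ratio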
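TMD8 human ABC-DLBCL cells with doxycycline-inducible IκBα–green luciferase fusion and unfused red luciferase, in 0.5% FBS medium; compounds up to 46 uM, 4 h at 37C. Green/red luminescence ratio, filter-overlap corrected, fitted to concentration-response curves.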
ASM inhibitor: human S-ASM enzyme inhibition; P17405; placental ASM, HMU-PC fluorogenic substrate, 60 min; Potency, µM (doses to about 57.5 µM), without a hit: at the top dose activity change, negative = inhibition, most hits filed as inhibitors; 0.006% of 340,000 active; further: potency means the concentration at half of the fitted maximal effect
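Fluorescence read-out (Ex 386 nm, Em 447 nm) after stopping the reaction at pH 10. Enzyme: ASM from human placenta; substrate HMU-PC0, 9 uM final; 60 min, 37 °C. Compound preincubation 10 min, ambient temperature.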
Starred values were filed as active, the others as inactive; i = inactive; ? = inconclusive; · = not tested or not shown; [ ] = remark or other dose. Unless noted, the call rests on the fitted dose curve; in most records, active means well fitted curve in the direction sought with a large enough effect; inconclusive means small, poorly fitted or top-dose-only effect, or another doubt; inactive means no such curve, though single readings can be large; an effect the other way counts as inactive or inconclusive.

| Structure | Giardia kill | Menin MLL FP TR | Integrin act MD | Chronic BCR inh | GALK inh | ASM inhibitor | B2AR arrestin | PTAP TSG101 blk | PKM2 activator | FBPA coupling cs | Tb PFK block |
| --- | --- | --- | --- | --- | --- | --- | --- | --- | --- | --- | --- |
| CC(C)(C)c1ccc(C(=O)N2CCC(C(=O)c3ccccc3)CC2)cc1 | 12.2 | ? | 21.2% | ? | 3.3% | 0.2% | -0.2% | -5.6% | · | 0.4 | -5.9% |
| COc1ccc(NC(=O)CSc2nccn2Cc2ccc(F)cc2)cc1 | 12.1 | · | -23.3% | -3.7% | 3.4% | 3.9% | 0.1% | · | -0.5% | · | 0.1% |
| COc1cc(C(O)C(=O)O)ccc1O (centres undefined) | -3.6 | 1.5% | · | -4.8% | · | 1.6% | 0.1% | 1.4% | · | · | -0.7% |
| O=C(CN1CCN(Cc2ccc3c(c2)OCO3)CC1)c1c[nH]c2ccccc12 | 20.3 | 0.7% | -17.4% | ? | -1.5% | -2.5% | -0.5% | -0.2% | 2.0% | 2.4 | -0.4% |
| COc1ccc(CCNC(=O)c2ccc(-c3ccc([N+](=O)[O-])cc3)o2)cc1OC | -5.5 | 26.4% | -14.5% | ? | -2.4% | -6.7% | -0.3% | -1.5% | -14.2% | 3.3 | -0.4% |
| COc1ccc(CN(C(=O)CNC(=O)c2ccco2)C(C(=O)NCC2CCCO2)c2ccc(OC)c(OC)c2)cc1 (centres undefined) | 0.1 | -0.2% | -9.5% | 5.7% | -2.2% | 0.0% | 0.0% | 44.4%[activator] | · | 0.2 | -0.2% |
| COc1cccc(C(=O)N2N=C(c3ccccc3)CC2(O)C(F)(F)F)c1 (centres undefined) | -3.8 | -3.1% | -26.1% | ? | 0.1% | -6.6% | -0.1% | ? | 14.1% | -1.0 | -0.4% |
| O=C(NC(=S)Nc1cc([N+](=O)[O-])ccc1O)C1CC1 | 20.0 | · | ? | 6.0% | -7.6% | -4.4% | -0.3% | 2.6% | -11.7% | · | 0.9% |
| COc1ccc(C(C)NC(=O)Cc2cccs2)cc1OC (centres undefined) | 12.2 | · | 28.1% | ? | 0.3% | -2.0% | 0.4% | -0.4% | -1.8% | · | -5.6% |
| Cc1ccc(-c2cc(C(=O)NCCCN3CCCC3)c3ccccc3n2)cc1C | -13.4 | · | -74.0%[inhibitor] | 0.2% | 8.4% | 4.9% | 0.5% | -1.7% | · | · | -3.9% |
| COc1ccc(N(C(=O)c2cnccn2)C(C(=O)NC2CCCCC2)c2ccc(O)cc2)cc1 (centres undefined) | 7.1 | 9.2% | 10.4% | 6.7% | -1.3% | 0.6% | 0.1% | -3.0% | -3.1% | 5.0 | 10.7% |
| Cc1cc(C)n(-c2nc3sc4c(c3c3nnc(SCC(N)=O)n23)CC(C)(C)OC4)n1 | -6.1 | -1.0% | -6.2% | -9.9% | -4.8% | 12.0% | -0.5% | -2.2% | 0.7% | -2.8 | -2.5% |
| Cc1ccc(SCC(=O)Nc2cc([N+](=O)[O-])ccc2O)cc1 | -15.0 | ? | 11.4% | · | -2.4% | -6.0% | -0.5% | -8.5% | 3.9% | 17.9 | 2.5% |
| O=C(NCCc1ccccc1)C1CCN(Cc2cccc3ccccc23)CC1 | -15.9 | -14.2% | -24.5% | -1.0% | -0.9% | -1.2% | 0.3% | -3.9% | 3.8% | 1.8 | 2.2% |
| CCOc1cc(/C=C2\CCn3c2nc2cc(Cl)ccc2c3=O)ccc1O | 19.5 | ? | -5.0% | ? | -5.2% | 408.9%[activator] | -0.4% | 0.4% | -1.0% | -1.8 | 0.0% |
| Cc1ccc(S(=O)(=O)N2CCC(C(=O)C3C(=O)CCCC3=O)CC2)cc1 | -28.7 | 9.8% | -27.2% | 0.8% | -2.9% | 6.3% | 0.1% | 0.8% | -2.8% | 5.9 | -0.8% |
| COc1cc(Cn2c(N)c(C#N)c3nc4ccccc4nc32)cc(OC)c1 | -6.9 | 7.7% | -11.6% | ? | 0.5% | i | -0.3% | -7.2% | -3.2% | -23.9 | -26.4% |
| COc1cc(OC)cc(C(=O)OC(C)C(=O)NC2CCCc3ccccc32)c1 (centres undefined) | 6.8 | · | -4.3% | -5.5% | · | -3.6% | 0.1% | 0.4% | · | · | 18.9% |
| CC(C)Oc1ccc(CCNC(=O)C2CCC(=O)N(Cc3cccc(F)c3)C2)cc1 (centres undefined) | -12.2 | · | -24.2% | -7.0% | -5.0% | 1.0% | -0.3% | -7.7% | 2.2% | · | 7.0% |
| CC(C)CC1(C)NC(=O)N(CC(=O)Nc2ccc(F)c(F)c2F)C1=O (centres undefined) | 9.6 | · | -18.2% | 1.9% | · | -3.6% | -0.1% | -0.1% | · | · | 7.4% |
| CCN(CC(=O)NCc1cccs1)C(=O)c1ccc([N+](=O)[O-])o1 | -90.7* | · | 2.9% | ? | · | 3.9% | -0.3% | 0.4% | · | · | 0.0% |
| COc1ccc(OCc2cc(C(=O)N3CCCC(OC)C3)no2)c2ccccc12 (centres undefined) | -4.1 | -17.3% | -12.6% | ? | 3.0% | 0.6% | -0.5% | 1.0% | 1.5% | -25.1 | 0.9% |
| CCOC(CNC(=O)CN1C(=O)COc2ccc(S(=O)(=O)N3CCOCC3)cc21)OCC | -12.5 | · | 15.7% | 4.7% | 4.8% | 3.1% | 0.1% | -1.9% | · | · | -0.1% |
| COc1ccc(CCNC(=O)CSc2ccccn2)cc1OC | 4.9 | -21.0% | 7.0% | 3.7% | -3.2% | -0.3% | -0.1% | 1.4% | 3.8% | 4.8 | -11.1% |
| CCCc1nnc(SCC(=O)N2C(C)CCCC2C)n1CC (centres undefined) | 0.7 | -2.0% | -21.9% | 6.0% | 5.3% | 0.8% | -1.3% | 4.7% | -0.8% | 0.4 | 3.1% |
| O=C(CCCOc1ccccc1)NN1C(=O)NC2(CCCCC2)C1=O | 8.0 | · | 5.8% | ? | · | -1.4% | -1.7% | -2.8% | · | · | -3.6% |
| COc1cc(C2Nc3ccccc3C(=O)N2c2ccccc2OC)ccc1O (centres undefined) | -16.7 | -5.2% | -0.7% | ? | 0.6% | 26.5% | 0.4% | -4.8% | -13.4% | 2.6 | -3.9% |
| Nc1ccccc1Sc1ccc(C(F)(F)F)cc1[N+](=O)[O-] | -0.7 | · | -21.2% | ? | · | -2.7% | -0.3% | -6.3% | 5.8% | -3.6 | 0.2% |
| O=C(COC(=O)C12CC3CC(CC(Cl)(C3)C1)C2)Nc1ccc2[nH]c(=O)[nH]c2c1 | 2.5 | · | 11.3% | 0.8% | · | -1.5% | -0.1% | -0.6% | · | · | 0.0% |
| COc1ccc(NC(C)=O)cc1NC(=O)c1ccc(Cl)cc1 | 5.7 | -8.0% | -16.2% | -0.2% | -1.3% | 1.8% | -0.8% | 0.3% | -1.1% | -1.3 | -1.7% |
| COc1ccc(/C(C)=N/N2C(C)CCCC2C)c(OC)c1 (centres undefined) | 9.8 | -26.7% | ? | -0.8% | 3.3% | -2.5% | 0.3% | -0.6% | · | 2.7 | 3.2% |
| CC(C)(C)C(=O)NC1(C(F)(F)F)C(=O)Nc2c1c(=O)[nH]c(=O)n2Cc1ccco1 (centres undefined) | 5.3 | 4.9% | 1.4% | -0.1% | 8.7% | 0.3% | 0.2% | 0.1% | -1.2% | 4.3 | -3.1% |
| COCCN(C(=O)COC(=O)c1ccc(C)s1)c1c(N)n(Cc2ccccc2)c(=O)[nH]c1=O | -1.6 | · | -6.8% | ? | · | · | -0.4% | -3.8% | · | · | 0.0% |
| CCC(CC)c1nn2c(N)c(/C=C3\C(C)=Nc4ccccc43)c(=O)nc2s1 | 12.1 | · | -8.5% | -4.2% | 2.1% | ? | -0.2% | -3.6% | -2.7% | 3.0 | -0.4% |
| N#CCSc1nc2ccc(N3CCOCC3)cc2c(=O)n1CCc1ccccc1 | -14.4 | 5.4% | 0.3% | 4.6% | 0.4% | 13.0% | -0.1% | -2.2% | 1.9% | -12.8 | -1.6% |
| O=C(Nc1ccccc1C(=O)O)c1cc(S(=O)(=O)N2CCOCC2)c(Br)s1 | 11.4 | ? | 30.0% | 2.7% | -5.6% | · | -1.1% | -2.7% | 1.0% | 7.1 | 0.6% |
| CC1(C)Cc2cccc(OCC(O)CNCc3ccccn3)c2O1 (centres undefined) | -5.4 | -27.2% | -18.2% | 0.6% | 2.8% | 2.2% | 0.1% | 0.3% | ? | 6.5 | 1.0% |

These rows are one share of the data; rates above refer to the full screens.
